Spn PMK inh: S. pneumoniae PMK inhibitors, primary screen, biochemical, mevalonate pathway, pilot trial included; phosphomevalonate kinase (Streptococcus pneumoniae D39); purified PMK, PK/LDH-coupled NADH absorbance 340 nm; inhibition, % at 10 µM; hit rate 0.49% among 65,000; AID 539, 2006;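 active = top-ranked compounds by inhibition in the single 10 µM screen, taking a fixed number of the strongest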;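 also: 0% = full reaction with DMSO carrier and 100% = background rate without enzyme reaction; no value below 0 was filed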
HPDE-C7 cytotoxicity: cytotoxicity in HPDE-C7 cells, cell-based, fluorescence, HTS (AID 430) | hit rate 1.8% among 63,000 | HPDE-C7 pancreatic duct cells viability, fluorescence; higher % means a stronger effect | cytotoxicity, % at 10 µM; hits with a dose series show EC50 in µM;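 also: cells exposed to compound for 48 hours before viability readout; 0% = vehicle and 100% = reference cytotoxic drug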
Spn DPM-DC inh: S. pneumoniae DPM-DC inhibitors, primary screen, biochemical, PK/LDH-coupled NADH fluorescence; purified DPM-DC; calls only at 10 µM; hit rate 0.49% among 65,000; AID 556, 2006; diphosphomevalonate decarboxylase (Streptococcus pneumoniae D39);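 active = the 320 compounds with the highest percent inhibition in the single-dose primary screen, excluding strongly autofluorescent ones, cut at about 32% in these data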;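 also: kinetic rate of NADH fluorescence loss reporting ADP formed by the decarboxylase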
Bfl-1 inhibitors: Bfl-1 inhibitors, primary screen, biochemical, fluorescence polarization, FITC-Bid, mouse (AID 432). Bcl-2-related protein A1 (Mus musculus). FITC-Bid BH3 peptide fluorescence polarization displacement; higher % means a stronger effect. displacement, % at 20 µM, or IC50 in µM where a hit was titrated. hit rate 0.02% among 64,000; in the data active = a potency from the dose series; inactive = the rest, 99 in 100 with displacement below about 15%; also: strong numbers were not always called active
LYP inhibition: LYP phosphatase inhibitors, primary screen, biochemical, DiFMUP fluorescence, recombinant catalytic domain, 10 µM (AID 606). Tyrosine-protein phosphatase non-receptor type 22 (Homo sapiens). 52,000 tested, under 10 active. one-dose inhibition, % at 10 µM; IC50 in µM for titrated hits. recombinant LYP catalytic domain, DiFMUP fluorescence; higher % means a stronger effect;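 active = IC50 under 40 µM in the dose-response test; inactive = IC50 of 40 µM or more, or never dose-tested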
TNAP inhibition: human TNAP enzyme inhibitors, biochemical, luminescent (AID 518). Alkaline phosphatase, tissue-nonspecific isozyme (Homo sapiens). purified TNAP enzyme, luminescent substrate readout; higher % means a stronger effect. inhibition, % at 20 µM; hits with a dose series show IC50 in µM. hit rate 0.09% among 64,000; in the data active = a potency from the dose series; inactive = the rest, 99 in 100 with inhibition below about 22%;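 also: plate controls were vehicle for no effect and reference inhibitor for full effect; many of its hits are not listed in these tables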
HT1080 cytotoxicity: cytotoxicity in HT1080 fibrosarcoma cells, cell-based, fluorescence readout (AID 620). HT1080 viability, fluorescence; higher % means a stronger effect. one-dose cytotoxicity, % at 10 µM; EC50 in µM for titrated hits. hit rate 0.42% among 87,000;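 also: cells exposed to compound overnight then 4 h with Alamar Blue; 0% = vehicle DMSO and 100% = killing control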
Spn MK inh: S. pneumoniae MK inhibitors, primary screen, biochemical, PK/LDH-coupled NADH absorbance; mevalonate kinase [Streptococcus pneumoniae D39]; purified MK, PK/LDH-coupled NADH absorbance 340 nm; inhibition, % at 10 µM; hit rate 0.48% among 65,000; AID 555, 2006;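 active = ranked among the strongest by inhibition in the single 10 µM screen, a fixed top-ranked set picked for dose follow-up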; also: no value below 0 was filed
KRASV12 cytotoxicity: cytotoxicity in KRAS-transformed pancreatic duct cells, primary screen, cell-based, fluorescence, HTS (AID 431). HPDE-C7K KRASV12 cells, Alamar Blue viability, 48 h; higher % means a stronger effect. one-dose cytotoxicity, % at 10 µM; EC50 in µM for titrated hits. hit rate 1.7% among 63,000;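 active = compounds whose percent cytotoxicity in the single-dose primary screen, scaled between solvent and toxic-drug controls, exceeds 50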;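 also: 0% = DMSO solvent wells and 100% = doxorubicin-treated wells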
Spn PMK inh pilot replicates: recorded beside Spn PMK inh, whose call it bears; inhibition, %; measured here: pilot screen replicates
Spn MK inh pilot replicates: recorded beside Spn MK inh, whose call it bears; inhibition, %; measured here: pilot screen replicates
Spn DPM-DC inh pilot screen %: recorded beside Spn DPM-DC inh, whose call it bears; inhibition, %; measured here: pilot screen trials
Active calls of the source: *; i = inactive; . = not tested or not shown. Rule as the data show it, unless noted: active = cytotoxicity above about 50%; inactive = the rest.

SMILES	Spn PMK inh	HPDE-C7 cytotoxicity	Spn DPM-DC inh	Bfl-1 inhibitors	LYP inhibition	TNAP inhibition	HT1080 cytotoxicity	Spn MK inh	KRASV12 cytotoxicity	others
N#CCSc1nc(-c2ccccc2)cs1	3	8%	i	1%	9%	32%	5%	3	3%	Spn PMK inh pilot replicates=3.5;Spn MK inh pilot replicates=1.0;Spn DPM-DC inh pilot screen %=4.5
CCN(Cc1cc2cc(OC)ccc2[nH]c1=O)C(=O)c1ccncc1	9	-22%	i	1%	5%	10%	10%	3	0%	Spn PMK inh pilot replicates=2.0;Spn MK inh pilot replicates=2.0;Spn DPM-DC inh pilot screen %=9.5
Cc1noc(C)c1C(=O)NCCCN1CCCC1=O	0	-6%	i	-1%	15%	1%	2%	4	-16%
O=C(NCS(=O)(=O)c1ccccc1)c1ccccc1	11	-7%	i	-4%	.	9%	8%	4	-12%
O=C(Nc1cccc(Cl)c1)N(Cc1nc2ccccc2c(=O)[nH]1)C1CCCC1	14	12%	i	-7%	.	6%	13%	4	7%
COc1ccc(-c2nn(-c3ccccc3)cc2C(=O)O)cc1	2	-26%	i	7%	-25%	4%	-5%	1	-21%
C=CCNC(=O)c1cnc2n(c1=O)CCS2	0	-2%	i	-3%	.	0%	2%	3	3%
O=C(c1cccc(F)c1)N1CCc2ccccc2C1	0	0%	i	1%	3%	16%	0%	2	2%
O=c1[nH]c2c(s1)C(c1ccccc1)C1C3CCC(C3)C1S2 (stereo not drawn)	0	-6%	i	-6%	18%	14%	.	2	-6%
CC(Nc1ncnc2nc[nH]c12)c1ccccc1 (stereo not drawn)	6	-21%	i	-4%	4%	-7%	.	3	-14%
Cc1onc(-c2ccccc2Cl)c1C(=O)N1CCCCC1C(=O)O (stereo not drawn)	4	-4%	i	6%	12%	3%	-4%	23	-7%
Cc1ccc2c(C(=O)CN3CCSCC3)c(C)[nH]c2c1	14	2%	i	-1%	-1%	8%	-2%	2	-1%	Spn PMK inh pilot replicates=7.0;Spn MK inh pilot replicates=4.5;Spn DPM-DC inh pilot screen %=0.5
CCCC(=O)Nc1cccc2c1CCCC2	13	3%	i	-5%	1%	-7%	1%	12	-8%
COC(=O)c1ccccc1NC(=O)CN(C)S(=O)(=O)c1ccc(OC)cc1	9	-6%	i	-6%	12%	5%	-1%	5	-1%
CCOC(=O)N1CCC(N2C(=O)c3ccccc3C2Nc2ccc3c(c2)OCCO3)CC1 (stereo not drawn)	7	-2%	i	3%	-15%	9%	-12%	0	8%
O=C(CN1C(=O)c2cccc3cccc1c23)N1CCN(Cc2ccc3c(c2)OCO3)CC1	3	.	i	.	7%	.	2%	8	.
O=C(CSc1nnc(-c2ccccc2)o1)N1CCN(c2ccccc2)CC1	1	-7%	i	-1%	-1%	20%	4%	15	8%	Spn PMK inh pilot replicates=2.0;Spn MK inh pilot replicates=0.0;Spn DPM-DC inh pilot screen %=4.0
CCNC(=O)C1(c2ccccc2)CCCC1	0	-6%	i	5%	.	5%	.	5	15%
O=c1c(-c2ccc(Cl)cc2)coc2c(CN3CCOCC3)c(O)ccc12	15	-3%	.	-7%	3%	14%	9%	7	7%
O=C1NCCCC1C(=O)NCCN1C(=O)CCC1=O (stereo not drawn)	8	-18%	i	1%	26%	12%	2%	9	-25%

Arranged by SMILES length (ascending): three of the compounds above
SMILES	Spn PMK inh	HPDE-C7 cytotoxicity	Spn DPM-DC inh	Bfl-1 inhibitors	LYP inhibition	TNAP inhibition	HT1080 cytotoxicity	Spn MK inh	KRASV12 cytotoxicity	others
CCCC(=O)Nc1cccc2c1CCCC2	13	3%	i	-5%	1%	-7%	1%	12	-8%
O=C1NCCCC1C(=O)NCCN1C(=O)CCC1=O (stereo not drawn)	8	-18%	i	1%	26%	12%	2%	9	-25%
COC(=O)c1ccccc1NC(=O)CN(C)S(=O)(=O)c1ccc(OC)cc1	9	-6%	i	-6%	12%	5%	-1%	5	-1%

As a working copy, part of the list above:
SMILES	Spn PMK inh	HPDE-C7 cytotoxicity	Spn DPM-DC inh	Bfl-1 inhibitors	LYP inhibition	TNAP inhibition	HT1080 cytotoxicity	Spn MK inh	KRASV12 cytotoxicity	others
O=c1c(-c2ccc(Cl)cc2)coc2c(CN3CCOCC3)c(O)ccc12	15	-3%	.	-7%	3%	14%	9%	7	7%
O=C1NCCCC1C(=O)NCCN1C(=O)CCC1=O (stereo not drawn)	8	-18%	i	1%	26%	12%	2%	9	-25%

The results go on.
SMILES	Spn PMK inh	HPDE-C7 cytotoxicity	Spn DPM-DC inh	Bfl-1 inhibitors	LYP inhibition	TNAP inhibition	HT1080 cytotoxicity	Spn MK inh	KRASV12 cytotoxicity	others
Cn1cc(S(=O)(=O)N2CCN(Cc3ccccc3)CC2)c(=O)n(C)c1=O	0	-1%	i	5%	-4%	6%	4%	3	-4%
C=CCOC(=O)CCCC(=O)NC1CCCCC1	0	-3%	i	-4%	.	3%	-1%	6	1%
Cc1ccc(S(=O)(=O)N2CC(O)CC2C(=O)Nc2ccc3c(c2)CCC3)cc1 (stereo not drawn)	9	4%	i	-4%	-5%	12%	-2%	0	-1%
COc1ccc(OC)c(NC(=O)Cn2cnc3c(cnn3-c3ccccc3)c2=O)c1	0	2%	i	4%	4%	8%	-2%	8	1%
Nn1c(SCC(=O)NC2CCCCC2)nnc1C1CC1	17	-5%	i	-1%	-21%	9%	-1%	0	7%	Spn PMK inh pilot replicates=0.0;Spn MK inh pilot replicates=1.0;Spn DPM-DC inh pilot screen %=0.0
Cc1nc2sc(C(c3ccc(C(C)C)cc3)N3CCN(CCO)CC3)c(O)n2n1 (stereo not drawn)	9	3%	i	-3%	3%	14%	-3%	4	-12%
C=CCN1C(=O)CSC1=Nc1cccc(O)c1	0	-4%	i	-1%	-8%	8%	-8%	10	-4%
COc1ccc(NS(=O)(=O)c2ccc(NC(=O)C3CCCO3)cc2)cc1 (stereo not drawn)	13	9%	i	4%	-3%	3%	-2%	4	-8%
COc1ccc(C(=O)Nc2cc(=O)n(C)c(=O)n2C)cc1OC	14	5%	i	-2%	1%	30%	0%	6	5%
O=C(Cn1nnc(-c2ccccc2NC(=O)c2ccco2)n1)Nc1ccccc1	23	-6%	i	-4%	9%	5%	6%	6	0%
CCc1ccccc1NC1c2ccccc2C(=O)N1Cc1ccco1 (stereo not drawn)	5	-4%	i	0%	-1%	5%	.	3	3%
Cc1ccc(-n2c(=O)c3sccc3n(CC(=O)N3CCCC3)c2=O)cc1	3	1%	i	0%	-2%	11%	3%	7	2%
Cc1nc(N)sc1-c1csc(Nc2ccc(Cl)cn2)n1	13	42%	i	-2%	8%	2%	-9%	15	30%
COc1cccc(C(C(=O)NCc2ccco2)N(C(=O)Cn2nnc3ccccc32)C2CC2)c1OC (stereo not drawn)	14	-5%	i	-4%	10%	7%	-2%	6	-9%
O=C1CSC(c2ccccc2F)N1CCN1CCCCC1 (stereo not drawn)	15	-2%	i	-1%	.	3%	-14%	6	5%
Cc1ccc(Cn2ccc(NC(=O)C3C4CCC(C4)C3C(=O)O)n2)cc1 (stereo not drawn)	0	-6%	i	4%	.	0%	.	12	-11%
COc1ccc(CCNC(=O)C2CCN(S(=O)(=O)c3cccc4nonc34)CC2)cc1OC	0	-11%	i	-1%	.	7%	.	2	-2%
COc1ccc(CNC(=O)c2cc(-c3ccc(OC)c(OC)c3)on2)cc1	13	1%	i	-4%	0%	13%	-14%	5	-8%	Spn PMK inh pilot replicates=3.0;Spn MK inh pilot replicates=1.0;Spn DPM-DC inh pilot screen %=3.0
COc1ccc(OC)c(C(c2nnnn2Cc2ccccc2)N2CCN(C)CC2)c1 (stereo not drawn)	0	-10%	i	2%	3%	6%	-4%	0	-2%
Cc1cc(-c2ccccc2)c(C#N)c(N)n1	8	-14%	.	6%	1%	6%	-2%	10	13%	Spn PMK inh pilot replicates=1.5;Spn MK inh pilot replicates=0.0

Random excerpt: two records from the list
SMILES	Spn PMK inh	HPDE-C7 cytotoxicity	Spn DPM-DC inh	Bfl-1 inhibitors	LYP inhibition	TNAP inhibition	HT1080 cytotoxicity	Spn MK inh	KRASV12 cytotoxicity	others
Cc1nc(N)sc1-c1csc(Nc2ccc(Cl)cn2)n1	13	42%	i	-2%	8%	2%	-9%	15	30%
Cc1ccc(-n2c(=O)c3sccc3n(CC(=O)N3CCCC3)c2=O)cc1	3	1%	i	0%	-2%	11%	3%	7	2%

Further records follow:
SMILES	Spn PMK inh	HPDE-C7 cytotoxicity	Spn DPM-DC inh	Bfl-1 inhibitors	LYP inhibition	TNAP inhibition	HT1080 cytotoxicity	Spn MK inh	KRASV12 cytotoxicity	others
Cn1c(=O)c2c(SCC(=O)NCc3ccco3)nc(CC(C)(C)C)nc2n(C)c1=O	0	-7%	i	2%	0%	11%	0%	4	0%
Cc1ccc(Nc2nc(CSc3nnc(-c4cccs4)o3)cs2)cc1	8	-3%	i	-6%	7%	7%	2%	0	-13%	Spn PMK inh pilot replicates=0.0;Spn MK inh pilot replicates=0.0;Spn DPM-DC inh pilot screen %=0.0
N#Cc1cccc2cnccc12	9	7%	i	-7%	5%	8%	25%	2	-3%
Cc1cc2c(cc1C)NC(c1c(C)n(C)n(-c3ccccc3)c1=O)C1=C(CC(C)(C)CC1=O)N2 (stereo not drawn)	3	.	i	.	-12%	.	-3%	7	.
O=C(CCCn1c(=O)[nH]c2ccsc2c1=O)N1CCN(c2ccccn2)CC1	0	4%	i	0%	.	10%	.	10	-13%	Spn PMK inh pilot replicates=2.0;Spn MK inh pilot replicates=5.0;Spn DPM-DC inh pilot screen %=6.0
CCOc1ccccc1NC(=O)CCn1c(=O)oc2ccccc21	15	1%	i	-6%	.	21%	3%	5	-1%
Cc1cc(C(=O)N2CCN(C/C=C/c3ccccc3)CC2)no1	2	-24%	i	6%	.	10%	2%	10	-2%	Spn PMK inh pilot replicates=2.0;Spn MK inh pilot replicates=0.0;Spn DPM-DC inh pilot screen %=0.0
O=C(NCc1n[nH]c(=S)n1-c1ccccc1)c1ccc(S(=O)(=O)N2CCOCC2)cc1	16	-6%	i	-6%	.	8%	.	19	-14%
Cn1c2ccccc2c2ncn(CCN3CCOCC3)c(=O)c21	14	9%	i	-7%	-5%	7%	4%	6	8%
Cc1cc(C)n(-c2ncnc3sc4c(c23)CC(C)CC4)n1 (stereo not drawn)	0	-6%	i	-5%	14%	12%	4%	10	-11%

Assay outcomes: PubChem, several laboratories
